Screens from PubChem BioAssay.
tim23-1 inh – growth inhibitors of tim23-1 mutant yeast, primary screen, luminescence, uHTS; S. cerevisiae tim23-1 growth, BacTiter-Glo luminescence, 24 h; AID 463212, 2010; inhibition, % at 20 µM; 330,000 tested, 1.3% active;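 active = growth inhibition of the mutant yeast at or above 50%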;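 also: temperature-sensitive mutant grown at 25 °C; plate controls were DMSO-treated mutant yeast for no effect and medium wells lacking yeast for full effect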
APJ antag – antagonists of human apelin receptor APJ, primary screen, CHO-K1 cells, beta-arrestin complementation, luminescence | P35414 | inhibition, % at 20 µM | 330,000 tested, 0.32% active;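 active = inhibition above about 40% at 20 µM, limit read from the data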;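 also: cells challenged with 10 nM apelin-13 agonist together with compound; plate controls were apelin-13 plus DMSO wells for no effect and DMSO wells lacking apelin-13 for full effect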
UPR XBP1 act – activators of adaptive XBP1 UPR arm, primary screen, cell-based, CHO-XBP1 luciferase reporter, luminescence, uHTS; 330,000 tested, 0.33% active; IRE1-XBP1 UPR activation; percent of tunicamycin response, DMSO as zero; AID 463104, 2010; activation, % at 20 µM;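 active = versus positive control, 20 µM dose yields 30% or more activation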;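 also: 100% = tunicamycin at 10 µg/mL and 0% = DMSO only wells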
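Signal: luciferase luminescence; Assay system: CHO-XBP1 luciferase reporter cells; Amount: one thousand reporter cells per well; Dosing: 20 µM single concentration, DMSO 1%; Benchmarks: high control tunicamycin 10 µg/mL final, low control DMSO vehicle only; Schedule: 6 h compound exposure at 37 °C, 5% CO2; Evaluation: percent activation relative to tunicamycin reference.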
Mdm2-MdmX inh – inhibitors of human Mdm2-MdmX association, primary screen, cell-based, luminescence, split luciferase, SaOS-2, uHTS; SaOS-2 split-luciferase Mdm2/MdmX complementation; inhibition, % at 8 µM; 330,000 tested, 3% active;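 active = inhibition of at least 50% at 8 µM in the primary screen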
Target sequence (O15151 whole entry, looked up): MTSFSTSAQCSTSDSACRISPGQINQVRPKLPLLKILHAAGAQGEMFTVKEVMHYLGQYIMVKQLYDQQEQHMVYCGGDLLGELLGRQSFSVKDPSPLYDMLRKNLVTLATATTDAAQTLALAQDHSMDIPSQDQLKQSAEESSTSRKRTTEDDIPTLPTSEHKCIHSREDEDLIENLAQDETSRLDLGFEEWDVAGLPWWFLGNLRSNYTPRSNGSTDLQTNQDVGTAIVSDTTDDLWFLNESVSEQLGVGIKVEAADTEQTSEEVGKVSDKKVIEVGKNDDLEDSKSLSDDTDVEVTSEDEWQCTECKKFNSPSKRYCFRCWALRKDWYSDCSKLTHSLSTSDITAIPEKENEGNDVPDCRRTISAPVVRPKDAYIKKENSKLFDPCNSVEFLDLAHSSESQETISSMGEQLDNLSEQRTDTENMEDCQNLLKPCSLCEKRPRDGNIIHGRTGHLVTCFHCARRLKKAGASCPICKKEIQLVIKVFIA
Target sequence (Q00987 whole entry, looked up): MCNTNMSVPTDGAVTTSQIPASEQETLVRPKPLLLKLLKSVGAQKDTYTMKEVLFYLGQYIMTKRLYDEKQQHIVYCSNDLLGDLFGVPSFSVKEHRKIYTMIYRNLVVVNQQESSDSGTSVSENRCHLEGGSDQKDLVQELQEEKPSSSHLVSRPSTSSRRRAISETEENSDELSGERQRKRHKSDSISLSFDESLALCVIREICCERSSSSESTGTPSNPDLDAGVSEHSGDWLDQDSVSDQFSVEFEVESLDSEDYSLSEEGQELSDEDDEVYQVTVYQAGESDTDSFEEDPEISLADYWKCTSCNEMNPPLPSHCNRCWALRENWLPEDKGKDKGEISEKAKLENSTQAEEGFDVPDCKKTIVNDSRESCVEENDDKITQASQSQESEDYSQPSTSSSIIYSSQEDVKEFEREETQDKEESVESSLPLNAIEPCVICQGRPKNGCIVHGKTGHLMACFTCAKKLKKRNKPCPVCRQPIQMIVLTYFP
Jurkat NFkB inh – inhibitors of induced NF-kB luciferase reporter, primary screen, TCR NF-kB activation inhibitor project, cell-based, luminescence, uHTS. inhibition, % at 4 µM. AID 435003, 2010. Jurkat, PMA/ionomycin-induced NF-kB luciferase reporter. 330,000 tested, 0.53% active; in the data active = inhibition above about 50%
UPR CHOP act – activators of apoptotic CHOP UPR arm, primary screen, cell-based, CHO-CHOP luciferase reporter, luminescence, uHTS; UPR activation; percent of tunicamycin response over DMSO baseline; activation, % at 10 µM; 330,000 tested, 0.34% active; AID 449763, 2010;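 active = at 10 µM dose, activation of 40% or more, normalized to positive control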;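 also: 100% = tunicamycin at 10 µg/mL and 0% = DMSO alone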
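measured by = luciferase luminescence | assay system = CHO-CHOP cells, stable luciferase reporter of PERK-eIF2a-CHOP signalling | amount = 500 reporter cells seeded per well | timing = 6 h compound exposure at 37 °C after overnight seeding | controls = positive tunicamycin 10 µg/mL, negative DMSO alone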
697 NFkB inh – inhibitors of PMA/ionomycin-induced NF-kB reporter, 697 cells, primary screen, B-cell NF-kB inhibitor project, cell-based, luminescence, uHTS. 697 B-cell NF-kB luciferase reporter, 16 h. 330,000 tested, 0.33% active. inhibition, % at 4 µM; in the data active = inhibition above about 35%
APJ agonist – agonists of human apelin receptor APJ, primary screen, CHO-K1 cells, PathHunter beta-arrestin, luminescence; P35414; 0% DMSO wells, 100% apelin; activation, % at 20 µM; 330,000 tested, 0.11% active; AID 2520, 2010;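 active = activation more than six SD over the plate average, tested at 20 µM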;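 also: 0% = DMSO alone and 100% = apelin-13 at 10 nM; some results filed as inactive read as strong as hits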
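Test system: CHO-K1 APJ beta-arrestin complementation cell line | Compound: Single test compound dose, 20 µM final, 1% DMSO | Incubation: Compound 90 min 25 °C, reagent 1 h | Measured by: beta-gal luminescence | Read-out basis: APJ–arrestin association signal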
* hit, by the source's call.

SMILES	tim23-1 inh	APJ antag	UPR XBP1 act	Mdm2-MdmX inh	Jurkat NFkB inh	UPR CHOP act	697 NFkB inh	APJ agonist
CCOC(=O)CNC(=S)N(CCCN1CCCCC1)Cc1cccs1	0	-10	4	18	-12	-1.6	-3	-4
O=C(CN1C(=O)CC(c2ccccc2)=Nc2ccccc21)NCc1ccccc1	31	13	-1	0	1	0.4	13	-2
CCC(CC)NC(=O)CCCSc1nc2ccccc2[nH]1	1	1	-2	5	-7	-1.3	9	-1
COCCCN(C(=O)c1ccco1)c1nc(-c2ccc(OC)cc2)cs1	23	17	-1	9	-22	1.9	-28	-5
O=C(CSc1nc2[nH]ncc2c(=O)[nH]1)NCCc1ccccc1	9	-1	-2	-20	-12	0.0	6	-3
COc1ccc(CC(=O)Nc2ccc(-c3cn4cccc(C)c4n3)cc2)cc1OC	16	11	0	3	-2	-1.4	-3	3
CCC1=C(OC(=O)N(CC)CC)N2C(=O)OC(=NCCc3c[nH]c4ccccc34)[C@]2(C)[C@H]2C1=CC[C@H]1C(=O)NC(=O)[C@H]12	7	16	0	-19	-11	-0.3	-6	-6
Cc1nc(NCc2ccco2)[nH]c(=O)c1CCC(C)C	23	-8	0	-12	1	-1.8	-12	1
CN1CCN(CC(=O)Nc2nc3c(s2)CCCC3)CC1	4	8	-1	22	-11	-0.6	-7	-3
CSC1=NC2(CCCCC2)C2=C(CCCC2)N1	9	18	-1	17	-6	-1.9	0	-4
CCOc1ccc(-n2ccnc(SCC(=O)Nc3cccc(OC)c3)c2=O)cc1	20	-29	-1	-4	7	-1.3	-9	1
CC(C)CC(=O)Nc1ccc(-c2nc3ccccc3c(=O)[nH]2)cc1	12	2	-3	-101	-124	0.0	-156	-2
O=C(Cc1ccc(-n2cccc2)cc1)NCc1cccs1	-6	-25	3	55*	50	0.5	-57	1
CC1(C)OC(=O)N(CCc2ccccc2)C1(C)O (centres undefined)	2	22	-2	-26	1	0.5	-1	-2
O=C(Nc1ccc(CN2CCOCC2)cc1)c1ccc(Br)o1	19	-13	0	-33	-49	5.4	-52	-4
C/C(Cc1ccccc1)=N/NC(=O)CNC(=O)C(c1ccccc1)c1ccccc1	-8	-4	-1	9	-5	-0.9	13	-4
O=C1CN(C(=O)COC(=O)c2cccnc2Cl)c2ccccc2N1	3	14	-1	1	11	-1.1	-16	-1
COc1cc(NC(=O)C/C(C)=N/NC(=O)C(=O)NCCO)c(OC)cc1Cl	7	16	1	1	-4	0.0	-2	-4
O=C(C1=C[C@@H](c2ccc(C(F)(F)F)cc2)C[C@@H](OCc2ccc(CO)cc2)O1)N1CCN(Cc2ccc3c(c2)OCO3)CC1	24	0	1	31	14	6.3	-6	7
COc1ccc(S(=O)(=O)N2CCOCC2)cc1NC(=O)COC(=O)c1ccc([N+](=O)[O-])s1	11	-34	1	8	8	1.1	14	7
Cc1cc2c3c(c1)C1(C(=O)N3C(C)(C)CC2C)C(C#N)=C(N)Oc2cc(O)ccc21 (centres undefined)	28	-2	0	21	-6	-0.1	18	2
Cc1ccccc1-c1nc(CN2CCC(C(=O)NCCC3=CCCCC3)CC2)c(C)o1	22	19	-1	58*	3	2.1	-2	0
NC(=S)Nn1c(CCC(=O)O)ccc1-c1ccccc1	17	3	0	-4	23	-1.0	-8	3
O=C(COC(=O)c1ccccc1)NCCC1=CCCCC1	29	-16	-3	-5	-11	0.1	1	0
COc1ccc(C(=O)O)c(OC)n1	6	-18	-2	14	1	-0.5	13	-1
O=C(Cc1ccc([N+](=O)[O-])cc1)N1CCCc2ccccc21	22	-18	-4	3	4	1.5	0	1
CCOC(=O)c1cnc(SCC(=O)Nc2cccc(OC)c2)nc1N	13	-24	-2	-13	5	1.8	8	-2
CC1CCN(C(=S)c2cn(Cc3cccc(F)c3)c3ccccc23)CC1	11	12	-4	22	-12	1.7	9	-3
CC(C)CC1NC(=O)N(CC(=O)N2CCN(S(=O)(=O)c3ccccc3)CC2)C1=O (centres undefined)	10	2	-1	28	-3	-2.2	21	-1
O=C1N(Cc2cccc(Cl)c2)C[C@@H]2C[C@@H](c3cccn3-c3cccnc3)N3CCC[C@@]123	37	-3	1	-5	0	0.6	-15	-3
Cn1c(O)c(N=NC(=O)c2ccccc2O)c2ccccc21	26	-2	-3	-44	-73	2.3	-107	-3
O=C(COC(=O)C1CC2C=CC1C2)Nc1c(Br)cc([N+](=O)[O-])cc1Br (centres undefined)	26	-21	-4	25	-10	-0.3	3	1
COc1ccccc1-n1c(O)c(C=NCc2ccccn2)c2ccccc2c1=O	-2	9	-1	23	-13	1.6	18	-2
CCc1nnc(NC(=O)c2ccc(COc3ccccc3C)o2)s1	5	18	0	15	20	0.9	1	0
Cc1cc(C(=O)Nc2c(C)nn(Cc3ccccc3Cl)c2C)no1	19	-3	0	-3	3	1.9	3	-2
CC(=O)c1ccc(N2CCN(C(=O)c3n[nH]c4ccccc34)CC2)cc1	31	-11	-3	-8	-1	1.5	3	0
Cc1ccc2nc(-c3ccc(NC(=O)c4cccnc4)cc3)oc2c1	52*	-42	6	-88	-41	3.8	-25	15*
CCOC(=O)N1CCC(NC(=O)C(Cc2ccccc2)NC(=O)C2CCCCC2)CC1 (centres undefined)	18	-6	1	-10	-19	-2.6	-37	11
Cc1ccccc1-c1nc(CS(=O)(=O)CC(=O)N2CCCCC2)c(C)o1	21	-12	-4	20	5	0.9	-5	16
CN(C1CCCCC1)S(=O)(=O)c1ccc2[nH]c(=O)oc2c1	13	6	-2	17	18	-0.8	11	0
COc1cccc(C(=O)NCCS(=O)(=O)N2CCC3(CC2)OCCO3)c1	10	27	0	3	22	1.1	16	5
COc1ccc([C@@H]2CC=C(C(=O)O)[C@H](c3ccc(F)cc3)N2S(=O)(=O)c2ccc(C)cc2)cc1OC	16	-7	0	18	5	3.0	12	-6
CCOC(=O)CNC(=O)C12CC3CC(C1)CC(c1ccc(C)cc1)(C3)C2	34	0	-3	1	0	-0.9	1	-3
COc1cccc(NC(=O)CN(C)C(=O)C2CC3C=CC2C3)c1 (centres undefined)	7	7	-1	14	1	0.0	0	-7
CC(C)(C)C(=O)CSc1ccc(S(=O)(=O)N2CCCC2)cn1	32	15	0	-14	-4	-0.8	1	-1
O=C(c1ccccc1F)N1CCN(S(=O)(=O)c2ccc(S(=O)(=O)N3CCCCC3)cc2)CC1	10	0	-4	-5	12	-0.8	3	0
OCC[C@@H]1C[C@@H](O)[C@H](O)[C@]2(OCCc3ccccc32)O1	8	6	4	6	2	-0.3	12	3
CCOC(=O)C(=CNc1ccc(OC)cc1[N+](=O)[O-])C(=O)OCC	14	10	-2	23	7	4.2	23	3

As a working copy, part of the list above.
SMILES	tim23-1 inh	APJ antag	UPR XBP1 act	Mdm2-MdmX inh	Jurkat NFkB inh	UPR CHOP act	697 NFkB inh	APJ agonist
OCC[C@@H]1C[C@@H](O)[C@H](O)[C@]2(OCCc3ccccc32)O1	8	6	4	6	2	-0.3	12	3
CCOC(=O)C(=CNc1ccc(OC)cc1[N+](=O)[O-])C(=O)OCC	14	10	-2	23	7	4.2	23	3

New compounds follow:
SMILES	tim23-1 inh	APJ antag	UPR XBP1 act	Mdm2-MdmX inh	Jurkat NFkB inh	UPR CHOP act	697 NFkB inh	APJ agonist
S=c1[nH]cnc2sc(-c3ccccc3)cc12	-11	-22	5	-25	-24	3.7	-56	5
Clc1ccc(N/N=C/c2cccnc2)cc1	-11	7	2	-3	-2	0.7	3	-2
CCOc1cc(N2CCOCC2)c(OCC)cc1NC(=O)c1[nH]c(C)c(C(C)=O)c1C	27	-48	3	56*	-12	-0.5	27	2
COc1ccc(CN2CCN(C(=O)C3CCC(CNS(=O)(=O)c4ccccc4)CC3)CC2)c(OC)c1OC (centres undefined)	-15	-2	0	36	14	1.5	6	-3
CCOC(=O)c1ccc2c(c1)N(CC(=O)N1CCCC1)C(=O)C(C)(C)O2	13	13	0	10	0	-2.2	12	-1
O=S1(=O)CCOCCN1Cc1ccccc1	-16	2	3	3	7	-2.1	22	4
CC1CCc2c(sc3ncnc(NS(=O)(=O)c4cccs4)c23)C1 (centres undefined)	25	3	-3	-8	3	0.0	5	-3
O=S(=O)(Nc1c(F)cccc1F)c1ccc(Cl)nc1	3	3	0	7	6	-0.1	20	-1
Cc1noc(C)c1COc1cccc(C(=O)NCc2ccccc2Cl)c1	7	6	0	-9	-15	0.8	-14	-1
CCn1ccnc1CN(C)Cc1cn(-c2ccc(C)cc2)nc1-c1ccc(F)cc1	-11	-6	0	-7	-2	1.8	-23	-1
COc1ccc(OCC(=O)NCCS(=O)(=O)N2CCN(c3ccc(F)cc3)CC2)cc1	7	4	-6	37	7	-0.4	-3	-3
Cc1ccc(Cl)cc1N1CCN(C(=O)CCCn2c(=O)c3cccn3c3cccnc32)CC1	35	9	2	-14	23	-0.5	-60	6
S=C(NCCc1ccccc1)NCc1ccccc1Cl	19	5	-1	3	6	2.8	7	-2
Cc1ccccc1CCNC(=O)C1CCC(=O)N(C2CCCCCC2)C1 (centres undefined)	6	-11	-1	-13	9	0.3	-2	-2
COc1cc(/C=C/C(=O)NC(C)(C)C)ccc1OCc1ccccc1	29	2	-1	32	3	-0.3	8	2
C/C=C/c1ccc(OCC(=O)OCC)c(OC)c1	-2	-21	1	3	5	2.7	20	1
Clc1cccc(Cc2nn[nH]n2)c1	1	-24	-2	9	-1	-0.9	21	-3
Cc1nnc(-c2ccccc2)o1	-3	10	-1	7	5	1.1	24	-5
CCOC(=O)C1CCN(C2=NC(=O)/C(=C/c3ccccc3OC)S2)CC1	34	-3	-2	-17	-8	2.1	-4	-3
CC(=O)c1ccccc1OC(=O)c1ccc(-c2ccccc2)cc1	31	-18	1	-19	-1	3.9	-19	1
COc1ccc(NS(=O)(=O)c2ccc(NC(C)=O)cc2)cc1OC	4	7	-3	34	29	-2.9	-13	-2
Nc1c(C(=O)Nc2ccccc2F)sc2nc(-c3ccco3)ccc12	6	11	-2	20	-5	1.2	20	-2
CCc1ccc2c(c1)C(c1cccs1)=NNC(c1cccnc1)=N2	27	0	0	7	5	0.4	1	-4
COc1cccc(/C=C2\Oc3cc(OCC(=O)N4CCCCC4)ccc3C2=O)c1OC	28	-39	-4	18	5	-0.4	11	2
COCCNC(=S)NNC(=O)c1cc(C2CC2)nc2ccccc12	-2	-12	-3	-6	3	2.3	5	6

Single values from above:
COCCNC(=S)NNC(=O)c1cc(C2CC2)nc2ccccc12 in APJ agonist has 6
Clc1cccc(Cc2nn[nH]n2)c1 in APJ agonist has -3
CC(=O)c1ccccc1OC(=O)c1ccc(-c2ccccc2)cc1 in tim23-1 inh has 31
CCOC(=O)C1CCN(C2=NC(=O)/C(=C/c3ccccc3OC)S2)CC1 in UPR CHOP act has 2.1
S=C(NCCc1ccccc1)NCc1ccccc1Cl in Jurkat NFkB inh has 6
C/C=C/c1ccc(OCC(=O)OCC)c(OC)c1 in tim23-1 inh has -2
Cc1nnc(-c2ccccc2)o1 in UPR CHOP act has 1.1
